TAAR1 antag: antagonists of human TAAR1. AID 624466. inhibition, % at 3 µM. 360,000 compounds, 1.5% hits. Q96RJ0. CHO RD-HGA16 TAAR1, Fluo-8 calcium fluorescence, antagonist;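 active = inhibition above a per-plate cutoff, the mean inhibition of test compounds on that plate plus 3 SD, cut at about 49% in these data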;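 note: 0% = DMSO plus EC80 beta-PEA response and 100% = DMSO alone without agonist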
Target sequence (Q96RJ0 whole entry, looked up): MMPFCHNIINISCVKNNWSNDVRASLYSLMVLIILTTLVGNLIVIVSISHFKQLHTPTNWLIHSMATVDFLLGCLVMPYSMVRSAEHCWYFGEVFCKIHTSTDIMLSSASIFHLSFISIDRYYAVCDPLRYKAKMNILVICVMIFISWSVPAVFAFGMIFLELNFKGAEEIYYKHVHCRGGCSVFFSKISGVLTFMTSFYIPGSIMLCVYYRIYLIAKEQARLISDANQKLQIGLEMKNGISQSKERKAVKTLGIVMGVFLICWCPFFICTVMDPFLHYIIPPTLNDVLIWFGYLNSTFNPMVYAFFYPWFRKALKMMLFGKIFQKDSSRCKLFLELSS
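System: RD-HGA16 CHO cells with stable hTAAR1 and Gα16 | Probe or stimulus: EC80 β-phenethylamine stimulus | Dosing: 3 µM, single point | Times: Dye loading 75 min at 37 °C, then 30 min room temperature | Measured by: Fluo-8 calcium-sensitive fluorescence | Read-out basis: % inhibition of agonist calcium response | Replicates: n of 1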
CHO-K1 Ca PAM: nonselective activator or artifact in parental CHO-K1 calcium assay; ATP EC20, Fluo-8 calcium fluorescence; 0% at ATP EC20, 100% at ATP max; activation, % at 3 µM; 360,000 compounds, 0.02% hits;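 active = activation above the run cutoff, the mean activation of all test compounds plus 3 SD, cut at about 40% in these data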;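 note: peak over basal fluorescence ratio in a 140 s read after ATP addition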
CHO parental Ca: counter-screen for OX1R antagonists: effect in parental CHO cells. parental CHO-K1, ATP-induced calcium, Fluo-8 fluorescence. inhibition, % at 5.6 µM. 330,000 compounds, 0.63% hits. AID 463079;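 active = inhibition above that plate's mean sample inhibition plus 3 SD, cut at about 26% in these data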;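 note: 0% = ATP-challenged DMSO wells and 100% = DMSO wells without ATP; some compounds past the cut are filed as inactive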
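Material: parental CHO cells / Compound: single nominal dose of 5.6 µM per compound / Signal: Fluo-8 fluorescence / Replicates: singlicate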
V1aR counter: V1a receptor agonism, counter-screen for OXTR agonists; CHO-V1R cells, Fluo-8 calcium fluorescence, agonist mode; 0% DMSO, 100% 3 nM vasopressin; AID 2797; P37288; activation, % at 3 µM; 320,000 compounds, 0.25% hits;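 active = activation above the mean activation of all tested compounds plus 3 SD, per screening run, cut at about 20% in these data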;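 note: signal is peak over basal fluorescence ratio across a 100 second FLIPR read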
CHO-K1 Ca antag: nonselective inhibitor or artifact in parental CHO-K1 cells. AID 602250. 360,000 compounds, 0.6% hits. ATP-induced calcium, Fluo-8 fluorescence. inhibition, % at 3 µM;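 active = inhibition above a per-plate cutoff, the plate's mean sample inhibition plus 3 SD, cut at about 24% in these data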;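 note: 0% = DMSO plus EC80 ATP and 100% = DMSO alone without ATP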
CHO-K1 Ca ag: M1 agonist counterscreen hit in parental CHO-K1 cells | Fluo-8 calcium fluorescence; scaled to maximal ATP response, vehicle zero | activation, % at 3 µM | 360,000 compounds, 0.48% hits | AID 602248; in the data active = activation above about 15%;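 note: untransfected CHO-K1 host cells lacking M1 receptor as counterscreen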
M1 ag: activates human CHRM1 receptor. AID 588814. P11229. 360,000 compounds, 0.33% hits. activation, % at 3 µM. CHO-K1 hM1, Fluo-8 calcium fluorescence, agonist mode; 0% DMSO, 100% acetylcholine EC100;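 active = activation above the run's mean compound activation plus 3 SD, cut at about 16% in these data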;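 note: peak over basal fluorescence ratio within a 140 s kinetic read after compound addition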
Target sequence (P11229 whole entry, looked up): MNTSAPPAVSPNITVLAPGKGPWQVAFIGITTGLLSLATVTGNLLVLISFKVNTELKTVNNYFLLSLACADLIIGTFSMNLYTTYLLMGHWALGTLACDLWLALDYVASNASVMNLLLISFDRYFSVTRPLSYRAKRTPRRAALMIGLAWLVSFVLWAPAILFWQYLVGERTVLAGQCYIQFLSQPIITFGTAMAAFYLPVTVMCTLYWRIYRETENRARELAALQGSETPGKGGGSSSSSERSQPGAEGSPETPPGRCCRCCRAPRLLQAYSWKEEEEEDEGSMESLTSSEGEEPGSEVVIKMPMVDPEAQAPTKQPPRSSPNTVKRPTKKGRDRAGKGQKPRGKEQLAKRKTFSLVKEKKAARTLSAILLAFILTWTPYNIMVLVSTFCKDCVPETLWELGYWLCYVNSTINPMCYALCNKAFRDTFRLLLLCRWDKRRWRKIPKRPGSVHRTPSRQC
OXTR potentiator: potentiators of human oxytocin receptor. P30559. CHO-OTR cells, Fluo-8 calcium fluorescence, potentiator mode; 0% = oxytocin EC15, 100% = EC100. activation, % at 3 µM. 320,000 compounds, 0.061% hits;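 active = activation above that plate's cutoff, the mean activation of tested compounds plus 3 SD, cut at about 6.6% in these data, passing the limit was not always enough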;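 note: 100% uses oxytocin at 75 nM as the full agonist control; some results filed as inactive read as strong as hits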
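Assay system: CHO cell line stably expressing human OTR. Reagent: EC15 oxytocin agonist. Dosing: single dose, 3.0 µM nominal final compound concentration. Timing: compound 6 min at room temperature before oxytocin, 100 s read. Signal: kinetic Fluo-8 calcium fluorescence. Controls: oxytocin EC15 low and EC100 high.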
TAAR1 agonist: human TAAR1 agonism; Q96RJ0; 360,000 compounds, 0.99% hits; CHO RD-HGA16 TAAR1, Fluo-8 calcium fluorescence; vehicle wells 0%, saturating PEA agonist 100%; AID 624467; activation, % at 3 µM;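 active = activation above the mean activation of all test compounds in the run plus 3 SD, cut at about 38% in these data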
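Test system: RD-HGA16 (CHO) cells co-expressing Gα16 and hTAAR1 / Benchmarks: DMSO vehicle as 0%, PEA at EC100 as 100% / Repeats: no replicates (n 1) / Measure: % activation from peak over basal fluorescence ratio, DMSO-to-PEA scaled / Timing: 17-24 h plating, Fluo-8 75 min 37 °C, 30 min RT / Technique: kinetic Fluo-8 calcium fluorescence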
The depositor's hits bear a star; x = not tested or not shown.

SMILES	TAAR1 antag	CHO-K1 Ca PAM	CHO parental Ca	V1aR counter	CHO-K1 Ca antag	CHO-K1 Ca ag	M1 ag	OXTR potentiator	TAAR1 agonist
COc1ccc(NC(=S)NCc2ccc3c(c2)OCO3)cc1	-12	8	-19	3.3	-1	1.3	-9	-6	3
CCCCSc1nnc(CCCCCNC(=O)OC(C)(C)C)o1	7	-2	-10	0.5	0	0.6	-6	0	5
Cc1ccc(NC(=S)N(CCCN2CCOCC2)Cc2ccco2)cc1	7	0	-10	-0.6	-8	0.6	-7	-2	0
COc1ccc(CNC(=O)COC(=O)c2cccnc2Nc2cccc(C(F)(F)F)c2)cc1	4	18	8	0.5	-9	1.2	6	-2	8
O=C(Nc1cccc(Cl)c1)c1ccc(NCC2CCCO2)c([N+](=O)[O-])c1 (centres undefined)	-10	-12	-6	0.3	8	0.1	-4	-4	2
COc1ccc(CCN2C(=O)NC(NS(=O)(=O)c3ccc(N)cc3)(C(F)(F)F)C2=O)cc1OC (centres undefined)	-10	24	-10	0.9	-14	0.6	-5	-8	2
CCC(=O)Nc1c2c(nn1-c1ccccc1)CSC2	-24	0	8	-0.3	1	8.3	5	-6	0
O=c1sc2ccccc2c(N2CCN(c3ccccc3)CC2)c1[N+](=O)[O-]	-7	8	14	1.8	-10	0.9	-4	-1	4
COc1cc(/C=C/C(=O)O)cc(S(=O)(=O)NNC(=O)c2cc(C)oc2C)c1OC	0	-11	-7	-0.3	6	-0.4	2	0	4
CC(=O)c1ccc(Oc2cnccn2)cc1	0	15	6	1.1	1	-0.1	-4	-6	0
N#Cc1cnn(-c2nc(SCc3ccccc3)nc3sc4c(c23)CCCC4)c1N	0	26	-22	1.2	-14	1.3	-5	-13	0
CCn1c(SCC(=O)Nc2ccc(NC(=O)c3ccco3)cc2)nnc1-c1cccs1	-8	9	-14	1.5	1	1.2	-6	-11	11
O=[N+]([O-])c1ccccc1/C=N/N1CCN(Cc2ccccc2)CC1	-22	-18	-6	-0.8	-1	1.0	-5	3	-2
CCCn1c(SCC(=O)Nc2ccc(S(=O)(=O)N(C)C)cc2)n[nH]c1=O	-18	-11	-10	-0.6	-12	0.6	-7	-8	2
O=C(NCc1ccccc1)C(=O)NCC(c1ccco1)N1CCN(c2ccccc2F)CC1 (centres undefined)	-4	13	-8	0.6	-13	1.3	6	-1	-1

The closing 3 compounds of the section before come first, to join the parts.
SMILES	TAAR1 antag	CHO-K1 Ca PAM	CHO parental Ca	V1aR counter	CHO-K1 Ca antag	CHO-K1 Ca ag	M1 ag	OXTR potentiator	TAAR1 agonist
O=[N+]([O-])c1ccccc1/C=N/N1CCN(Cc2ccccc2)CC1	-22	-18	-6	-0.8	-1	1.0	-5	3	-2
CCCn1c(SCC(=O)Nc2ccc(S(=O)(=O)N(C)C)cc2)n[nH]c1=O	-18	-11	-10	-0.6	-12	0.6	-7	-8	2
O=C(NCc1ccccc1)C(=O)NCC(c1ccco1)N1CCN(c2ccccc2F)CC1 (centres undefined)	-4	13	-8	0.6	-13	1.3	6	-1	-1
Cc1cc(C)c(C)c(S(=O)(=O)N2CCSCC2)c1C	-11	25	-15	-0.5	-17	1.4	-3	1	4
CNC(=O)NC(=O)CSc1nc2cc(C(=O)OC)ccc2c(=O)n1-c1ccccc1	-15	-6	-1	0.5	-6	-0.1	-3	-1	10
COc1ccc(CN2CCNC(=O)C2CC(=O)N(C)Cc2cc(C)no2)cc1OC (centres undefined)	-9	-17	x	x	5	-0.2	-1	x	1
CCOc1ccccc1NC(=O)C(OC(=O)c1ccc(N(C)C)cc1)c1ccccc1 (centres undefined)	-23	15	-29	-1.3	-1	3.2	-6	-4	2
O=C(Oc1ccc(N2C(=O)C3C4CCC(C4)C3C2=O)cc1)c1ccco1 (centres undefined)	-3	-4	-6	3.6	-5	0.2	-1	0	1
N#C/C(=C\c1ccc(N2CCOCC2)cc1)c1ccccc1	15	14	-7	0.0	-6	1.1	-8	-4	0
O=C(COc1ccccc1Cl)NCCNC(=O)c1ccncc1	-16	13	5	0.5	-15	0.7	-3	-2	1
O=C(CCNS(=O)(=O)c1ccccc1)N1CCCCCC1	-9	-3	-12	0.9	6	-0.4	-3	-12	4
Cc1ccc(NC(=O)c2sc3nc[nH]c(=O)c3c2C)c(C)c1	21	14	-4	0.7	3	1.0	0	-12	1
CC1C(C)C(O)(c2ccccc2)CCN1C (centres undefined)	-7	-8	-6	0.3	10	-0.1	-4	-6	6
COc1cc(OC)c(NS(=O)(=O)c2cn(C)cn2)cc1Cl	1	14	-6	0.4	-13	0.7	3	-2	1
O=C(C1=NOC(CNc2ncc(C(F)(F)F)cc2Cl)C1)N1CCOCC1 (centres undefined)	11	7	8	0.3	-7	3.5	-6	-9	1
COn1c(SC2CCCCC2)nc2ccccc2c1=O	-10	18	-12	-0.8	-21	-0.2	-2	-2	14
CS(=O)(=O)N1CCN(c2ccc(NC(=O)c3cc4ccccc4o3)cc2)CC1	11	15	21	-0.3	-3	1.8	0	-8	0
Cc1c(/C(Cc2ccccc2)=N/O)c2ccccc2n1C	4	8	-31	3.1	3	-0.3	3	-12	6

Only M1 ag, TAAR1 antag and TAAR1 agonist, for 7 of the compounds above:
Compound	M1 ag	TAAR1 antag	TAAR1 agonist
Cc1c(/C(Cc2ccccc2)=N/O)c2ccccc2n1C	3	4	6
COc1cc(OC)c(NS(=O)(=O)c2cn(C)cn2)cc1Cl	3	1	1
O=C(COc1ccccc1Cl)NCCNC(=O)c1ccncc1	-3	-16	1
COc1ccc(CN2CCNC(=O)C2CC(=O)N(C)Cc2cc(C)no2)cc1OC (centres undefined)	-1	-9	1
O=C(Oc1ccc(N2C(=O)C3C4CCC(C4)C3C2=O)cc1)c1ccco1 (centres undefined)	-1	-3	1
CC1C(C)C(O)(c2ccccc2)CCN1C (centres undefined)	-4	-7	6
O=C(CCNS(=O)(=O)c1ccccc1)N1CCCCCC1	-3	-9	4

(listing goes on)
SMILES	TAAR1 antag	CHO-K1 Ca PAM	CHO parental Ca	V1aR counter	CHO-K1 Ca antag	CHO-K1 Ca ag	M1 ag	OXTR potentiator	TAAR1 agonist
c1ccc2nc(N3CCCC3)c(N3CCCC3)nc2c1	-7	14	-15	-0.8	-9	0.6	-2	1	35
CC(=O)N(CCCN(C)C)CCC(C)CCC=C(C)C (centres undefined)	-12	-8	-7	-0.2	-14	0.2	-7	0	9
O=C(NNC(=O)C1CCC(C(=O)NNC(=O)c2cccs2)CC1)c1cccs1 (centres undefined)	-19	-17	-11	-0.3	1	-0.4	1	-2	1
O=C(CSCc1nc2ccccc2[nH]1)Nc1ccc(Oc2ccccc2)cc1	-9	10	-13	1.6	-4	0.7	-9	-7	3
c1coc(CNCC2OCCc3ccccc32)c1 (centres undefined)	8	-11	-10	-0.1	7	0.4	-10	-7	28
COc1ccc(NC(=S)Nc2ccccc2C(F)(F)F)cc1	2	10	-16	-0.4	0	0.4	-8	-22	13
CC(C)Oc1cccc(C(=O)N/N=C/c2ccoc2)c1	5	-8	x	x	-2	0.7	-2	x	0
CC(=O)Nc1ccc(NC(=O)CSc2nccn2Cc2ccccc2)cc1	2	15	-6	2.8	-5	1.1	-6	-3	13
CCCCOc1ccc(C2C(C(=O)c3ccc(C)o3)=C(O)C(=O)N2Cc2ccco2)cc1 (centres undefined)	-21	-1	-8	1.7	-1	-0.4	-1	-9	1
Cc1ccccc1C(=O)Nc1ccc2c(c1)nc(CCNC(=O)c1ccco1)n2C	2	-2	-8	2.0	-4	1.9	-3	-2	2
COc1ccc(CNCc2cc3c(cc2[N+](=O)[O-])OCO3)cc1	-11	9	-18	0.1	-12	2.5	-9	-4	0
CCCCNC(=O)CC1N=C2c3ccccc3N=C(SCC(=O)Nc3ccccc3C)N2C1=O (centres undefined)	-2	9	-4	0.5	-9	0.2	-1	-5	9
COc1ccc(OC)c(CNC(=O)C2CCC(=O)N(CCCN3CCCC3=O)C2)c1 (centres undefined)	-4	-11	x	x	5	-0.3	5	x	1
Cc1cc(C)n(-c2nc(Nc3ccccc3)nc(-n3nc(C)cc3C)n2)n1	8	17	-16	0.2	-15	0.3	-5	-7	6
CCS(=O)(=O)N1CCN(S(=O)(=O)c2ccccc2[N+](=O)[O-])CC1	13	18	1	1.3	-3	2.1	-10	-7	4
CCn1ncc(C2=NOC(C(=O)Nc3c(C)nn(Cc4ccc(F)cc4)c3C)C2)c1C (centres undefined)	-9	7	-1	3.0	-1	1.8	1	-9	2
Cc1ccc(NC(=O)c2cncc(Br)c2)cc1S(=O)(=O)N(C)C	5	14	-20	1.7	-9	2.8	-3	-2	7
Cc1ccccc1Nc1nccc(N(C)C)c1C#N	16	0	-12	0.8	0	3.7	-11	-1	5
COc1ccccc1C(=O)NNC1CC(=O)N(c2ccc3c(c2)OCCO3)C1=O (centres undefined)	-29	-2	3	0.8	0	-0.2	-4	-5	3
CCOC(=O)N1CCN(C(c2cccnc2)c2ccc3cccnc3c2O)CC1 (centres undefined)	-4	-5	-20	0.2	16	-0.7	7	-16	6
CCOc1cc(C(=O)NCc2ccncc2)cc(OCC)c1OCC	1	-2	-2	-0.6	-16	2.0	-4	-5	11

Compound profiles, as listed above. Values in the order: TAAR1 antag, CHO-K1 Ca PAM, CHO parental Ca, V1aR counter, CHO-K1 Ca antag, CHO-K1 Ca ag, M1 ag, OXTR potentiator, TAAR1 agonist
`Cc1ccc(NC(=O)c2cncc(Br)c2)cc1S(=O)(=O)N(C)C` is entered as 5, 14, -20, 1.7, -9, 2.8, -3, -2, 7
`CCOC(=O)N1CCN(C(c2cccnc2)c2ccc3cccnc3c2O)CC1` (centres undefined) is entered as -4, -5, -20, 0.2, 16, -0.7, 7, -16, 6
`CCOc1cc(C(=O)NCc2ccncc2)cc(OCC)c1OCC` is entered as 1, -2, -2, -0.6, -16, 2.0, -4, -5, 11
`COc1ccccc1C(=O)NNC1CC(=O)N(c2ccc3c(c2)OCCO3)C1=O` (centres undefined) is entered as -29, -2, 3, 0.8, 0, -0.2, -4, -5, 3
